ARFGAP1 inhibitor – inhibitors of rat ARFGAP1 GAP activity, primary screen, biochemical, fluorescence polarization, GDP tracer; hit rate 0.26% among 360,000; AID 651572, 2012; ADP-ribosylation factor GTPase-activating protein 1 (Rattus norvegicus), Q62848; Arfgap1-stimulated ARF1 GTP hydrolysis, GDP FP detection; inhibition, % at 16.5 µM;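 active means inhibition above a per-plate limit, mean inhibition of low control wells plus 3 SD, cut at about 25% in these data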;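 further: 0% = DMSO wells with enzyme and 100% = wells lacking Arfgap1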
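Material – truncated rat Arfgap1 GAP domain · Buffer or medium – HEPES-based buffer, pH 7.5 · Reagent – human ARF1(Δ1-17)-GTP substrate · Dosing – 16.5 µM single point, 1.26% DMSO · Schedule – GTP hydrolysis reaction 2 h at 25 °C · Technique – GDP detection by fluorescence polarization · Benchmarks – No-Arfgap1 wells (100%) versus DMSO full-reaction wells (0%) · Repeats – single replicate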
TDP2 inh – human TDP2 enzyme inhibitors, primary screen, biochemical, epi absorbance, recombinant enzyme | hit rate 0.34% among 370,000 | T5PNP hydrolysis, p-nitrophenol absorbance 415 nm | inhibition, % at 12.8 µM | AID 720702, 2013;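 active means inhibition above the mean of all tested compounds plus 3 SD, set per campaign, cut at about 25% in these data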;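 further: 0% = DMSO with enzyme and 100% = buffer with substrate but no TDP2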
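Test system: Human TDP2 enzyme | Reagent: 5 mM T5PNP | Compound dosing: 12.8 µM single point, 1% DMSO | Incubation: Enzyme reaction with compound for 2 h at 37 °C | Technique: p-Nitrophenol epi absorbance | Read-out: % inhibition relative to enzyme-containing and enzyme-free wells | Benchmarks: High control without enzyme, low control DMSO plus TDP2 | Replicates: Singlicate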
ASAP1 GAP inh – inhibitors of human ASAP1 ArfGAP activity, primary screen, biochemical, fluorescence polarization; Arf-GAP with SH3 domain, ANK repeat and PH domain-containing protein 1 (Homo sapiens), …; inhibition, % at 16.5 µM; ASAP1-stimulated ARF1 GTP hydrolysis, GDP FP detection; hit rate 0.19% among 360,000; in the data active means inhibition above about 25%;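 further: 0% = vehicle with enzyme and substrate and 100% = no enzyme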
Target sequence (Q9ULH1 325-724 limits assumed): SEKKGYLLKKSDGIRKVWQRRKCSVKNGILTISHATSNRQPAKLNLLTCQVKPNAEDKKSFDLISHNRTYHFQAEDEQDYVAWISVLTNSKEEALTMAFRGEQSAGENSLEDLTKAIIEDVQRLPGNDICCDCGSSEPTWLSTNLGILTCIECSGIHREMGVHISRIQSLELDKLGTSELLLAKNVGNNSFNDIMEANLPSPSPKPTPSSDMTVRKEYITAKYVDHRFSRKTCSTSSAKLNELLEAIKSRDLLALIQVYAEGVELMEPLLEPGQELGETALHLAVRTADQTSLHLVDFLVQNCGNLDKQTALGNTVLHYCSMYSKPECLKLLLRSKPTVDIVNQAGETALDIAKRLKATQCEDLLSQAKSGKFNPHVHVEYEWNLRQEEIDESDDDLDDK
PLCb3 inh – human PLC-beta3 inhibitors, primary screen, biochemical, fluorescence; 1-phosphatidylinositol 4,5-bisphosphate phosphodiesterase beta-3 (Homo sapiens), Q01970; Purified PLC-beta3, fluorogenic substrate; inhibition, % at 12.2 µM; hit rate 0.18% among 370,000; AID 720704, 2013; in the data active means inhibition above about 11%;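 further: 0% = median of compound wells on plate and 100% = full blocker control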
ADAM10 inh – human ADAM10 inhibitors, primary screen, biochemical, QFRET, HTS | recombinant ADAM10, EDANS/DABCYL FRET peptide cleavage, 3 h | inhibition, % at 7 µM | hit rate 0.62% among 370,000;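 active means inhibition above a per-campaign cutoff equal to the mean of compounds falling between control-based bounds plus 3 SD, cut at about 20% in these data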;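 further: 0% = DMSO wells while the 100% control is not disclosed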
Target sequence (O14672 214-748 limits assumed): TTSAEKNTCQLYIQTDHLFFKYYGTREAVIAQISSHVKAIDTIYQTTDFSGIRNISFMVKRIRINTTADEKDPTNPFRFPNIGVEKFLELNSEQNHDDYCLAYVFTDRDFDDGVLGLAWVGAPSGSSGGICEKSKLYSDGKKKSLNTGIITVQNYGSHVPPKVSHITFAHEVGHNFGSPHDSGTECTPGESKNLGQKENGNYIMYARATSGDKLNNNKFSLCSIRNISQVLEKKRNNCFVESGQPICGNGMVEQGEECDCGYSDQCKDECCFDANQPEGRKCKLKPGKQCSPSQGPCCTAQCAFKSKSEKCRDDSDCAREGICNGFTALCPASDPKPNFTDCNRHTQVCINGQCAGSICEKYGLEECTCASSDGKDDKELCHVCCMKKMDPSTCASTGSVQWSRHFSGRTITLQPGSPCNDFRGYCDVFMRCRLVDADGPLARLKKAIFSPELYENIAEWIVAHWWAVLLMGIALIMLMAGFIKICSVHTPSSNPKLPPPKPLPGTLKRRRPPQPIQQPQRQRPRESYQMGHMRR
DDE Tn6 FP inh – inhibitors of Tn6 peptide binding to fibrin DD(E), primary screen, biochemical, fluorescence polarization, human fibrin, Tn6 probe. inhibition, % at 8.3 µM. Fibrinogen beta chain (Homo sapiens), P02675. hit rate 0.21% among 370,000. Fibrin DD(E) TRITC-Tn6 fluorescence polarization displacement. AID 720509, 2013;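 active means inhibition above a per-campaign cutoff: mean of compounds within control limits plus 3 SD, cut at about 15% in these data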;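 further: 0% = median of all compound wells on the plate and 100% = blocking peptide control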
Tn7 DDE FP – inhibitors of Tn7 peptide binding to fibrin DD(E), primary screen, biochemical, fluorescence polarization, human fibrin, Tn7 probe; Fibrinogen beta chain (Homo sapiens), P02675; FP displacement of FITC-Tn7 peptide from fibrin DD(E); 0% = median of compound wells per plate; inhibition, % at 8.3 µM; hit rate 0.13% among 370,000; AID 720508, 2013;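 active means inhibition above the mean of compounds falling within the control limits plus 3 SD of them, cut at about 14% in these data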;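 further: 0% = plate median of compound wells and 100% = 10 µM Aha-Tn7 peptide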
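Assay system: Human fibrin DD(E) protein | Medium: Tris buffer with calcium and detergent, pH 7.8 | Reagent: 0.1 µM fluorescent Tn7 | Compound dosing: Single point at 8.3 µM | Times: 10 min preincubation, 3 h with tracer, room temperature | Detection: Fluorescence polarization of the labelled Tn7 tracer | Controls: Aha-Tn7 high control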
SIAE inh – human SIAE inhibitors, primary screen, biochemical, fluorescence polarization, FP-Rh probe, 1536-well HTS; Sialate O-acetylesterase (Homo sapiens), Q9HAT2; SIAE FP-Rh probe binding; inhibition, % at 9.66 µM; hit rate 0.69% among 370,000;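 active means inhibition above a cutoff: mean of compounds within the control limits plus 3 SD of those, cut at about 17% in these data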;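 further: 0% = plate median of compound wells and 100% = probe without SIAE protein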
ADAM17 inh – ADAM17 inhibitors, primary screen, biochemical, QFRET; inhibition, % at 6.95 µM; AID 720648, 2013; Disintegrin and metalloproteinase domain-containing protein 17 (Homo sapiens), P78536; recombinant ADAM17, EDANS/DABCYL FRET peptide cleavage; hit rate 0.83% among 370,000;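 active means inhibition above the mean of compounds lying between control limits plus 3 SD, set per campaign, cut at about 8.5% in these data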;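 further: 0% = DMSO-only wells as the low control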
PLC-gamma1 inh – PLC-gamma1 enzyme inhibitors, primary screen, biochemical, fluorescence, purified enzyme. 1-phosphatidylinositol 4,5-bisphosphate phosphodiesterase gamma-1 (Homo sapiens), P19174. fluorogenic substrate. inhibition, % at 12.2 µM. hit rate 0.84% among 370,000. AID 720700, 2013; in the data active means inhibition above about 9.5%
Starred values were filed as active, the others as inactive; i = inactive; . = not tested or not shown.

SMILES	ARFGAP1 inhibitor	TDP2 inh	ASAP1 GAP inh	PLCb3 inh	ADAM10 inh	DDE Tn6 FP inh	Tn7 DDE FP	SIAE inh	ADAM17 inh	PLC-gamma1 inh
Cc1cccc(N(CC(=O)O)CC(=O)O)c1	10	0	-17	1	-2	2	6	16	-2	-1
Cc1ccc(S(=O)(=O)CC(=O)Nc2nc3ccccc3s2)cc1	1	-2	0	-2	-16	-5	2	-2	-4	0
NNC(=O)CSc1nc(-c2ccccc2)nc2c1CCCC2	11	4	10	-2	1	-1	-3	-3	-3	-1
CCOC(=O)c1cnc2c(OC)cccc2c1Nc1ccc2c(c1)OCCO2	3	6	-1	-5	-1	5	-6	8	-1	-2
CC1=C(C#N)CCC(=O)N1Cc1ccc(C)cc1	4	-2	-24	-2	5	1	1	0	-2	7
O=C(N/N=C/c1ccc(Cl)c([N+](=O)[O-])c1)c1cc(-c2ccc3c4c(cccc24)CC3)n[nH]1	0	9	1	-6	-1	-5	2	-11	-2	2
Cc1cc(NC(=O)CSc2nc3ccccc3c(=O)n2C2CCCC2)no1	0	-6	4	3	13	-15	-1	4	-2	5
CC(C)CCNC(=O)c1c(CSc2ccccc2)noc1C(=O)NCc1ccccc1	8	16	-9	4	4	-1	-1	-7	-1	1
Nc1nn(-c2ccccc2)c(N)c1N=Nc1cccc(F)c1	9	0	15	-5	8	-7	6	5	-2	3
CCOc1ccc(OCc2cccc(C(=O)N/N=C/c3cccnc3)c2)cc1	7	-5	4	-1	-1	2	-4	-3	0	-2
CCOc1cc(OCC)cc(C(=O)N2CCC[C@@H]2C(=O)N2CCC[C@H]2C(=O)NCc2ccncc2)c1	-1	-2	7	1	5	-3	-1	2	-2	3
O=C(COC(=O)c1ccc(O)cc1O)NC(=O)Cc1ccccc1	16	3	9	-9	9	3	4	-2	-3	0
COc1ccc(C(C)C)cc1S(=O)(=O)NC1CCCC1	-2	-4	1	-5	-8	4	-5	-5	-7	3
COc1ccc(-c2noc(CCCC(=O)NCc3ccco3)n2)cc1OC	3	2	0	2	-7	8	7	-1	-3	7
CCN(CCn1cccn1)C(=O)c1ccc(OC2CCN(C(=O)COC)CC2)cc1	4	19	10	-7	1	-7	-12	13	-1	0

By substructure: the compounds so far containing an aryl thioether with sulfur outside any ring (three)
SMILES	ARFGAP1 inhibitor	TDP2 inh	ASAP1 GAP inh	PLCb3 inh	ADAM10 inh	DDE Tn6 FP inh	Tn7 DDE FP	SIAE inh	ADAM17 inh	PLC-gamma1 inh
NNC(=O)CSc1nc(-c2ccccc2)nc2c1CCCC2	11	4	10	-2	1	-1	-3	-3	-3	-1
Cc1cc(NC(=O)CSc2nc3ccccc3c(=O)n2C2CCCC2)no1	0	-6	4	3	13	-15	-1	4	-2	5
CC(C)CCNC(=O)c1c(CSc2ccccc2)noc1C(=O)NCc1ccccc1	8	16	-9	4	4	-1	-1	-7	-1	1

Other results.
SMILES	ARFGAP1 inhibitor	TDP2 inh	ASAP1 GAP inh	PLCb3 inh	ADAM10 inh	DDE Tn6 FP inh	Tn7 DDE FP	SIAE inh	ADAM17 inh	PLC-gamma1 inh
CC(C)C[C@@H]1Cc2[nH]c(=S)[nH]c(=O)c2[C@H](C)O1	3	10	8	2	3	2	1	6	-1	2
O=C(C=Cc1ccccc1F)c1ccccc1	5	5	10	5	4	2	0	2	0	1
CC1(OC(=O)C2CCCC2)C(=O)C=C2C=C(c3ccsc3)N(C3CCCCC3)C=C2C1=O (stereo not given)	-9	10	-10	-18	-2	-1	9	13	-3	-16
CC(C)Oc1ccc(Oc2ccc(C(F)(F)F)cn2)cc1	-8	2	5	0	0	-3	7	16	-3	1
Cc1cc(NC(=O)CSc2nnc3ccc(-c4ccc(F)cc4)nn23)no1	-1	6	-3	-39	-27	1	-3	0	-7	-42
COc1ccccc1N1CCN(/N=C\c2ccccc2)CC1	5	-2	1	-7	6	7	5	3	1	0
CC1=CC(c2ccccc2)n2nc(N3C(=O)C4CC=CCC4C3=O)nc2N1 (stereo not given)	2	9	2	i	i	-3	0	6	i	i
O=C(CSCc1cnn(-c2ccccc2)c1-n1cccc1)NCc1cccs1	1	0	8	3	2	2	-2	-6	0	1
COc1ccc2[nH]c3c(c2c1)CCN1C(=O)N([C@@H](C)C(=O)NCC2CCCO2)C(=O)[C@]31C (stereo not given in full)	-1	11	1	-13	-19	-2	-1	11	-2	-13
CC(C)S(=O)(=O)N1CCCC(c2cc(C(=O)Nc3ccc(F)c(Cl)c3)no2)C1 (stereo not given)	-6	5	-2	1	-1	7	2	-4	0	-4
CCNC(=O)C1(C)CCN(C(=O)c2ccc3snnc3c2)C1 (stereo not given)	-6	-5	-12	1	-5	-1	6	-3	-3	1
Cc1ccc[n+](C(C)C(=O)c2ccc(-c3ccccc3)cc2)c1 (stereo not given)	1	5	-3	-33	-10	-2	3	6	-7	-3
CC(OC(=O)/C(C#N)=C/c1ccc(N(C)C)cc1)C(=O)NCc1ccco1 (stereo not given)	10	-3	-4	-16	-6	6	4	-53	-5	1
O=C(NCCCNC(=O)c1ccccn1)c1ccccn1	-9	14	5	-1	3	-7	-2	1	-5	-1
CC(C)NC(NC(=O)/C=C/c1ccccc1)C(Cl)(Cl)Cl (stereo not given)	-1	-3	7	-2	-7	-10	-1	-5	0	1

As entered above.
In ASAP1 GAP inh, COc1ccccc1N1CCN(/N=C\c2ccccc2)CC1 reads 1
In PLC-gamma1 inh, O=C(NCCCNC(=O)c1ccccn1)c1ccccn1 reads -1
In SIAE inh, COc1ccc2[nH]c3c(c2c1)CCN1C(=O)N([C@@H](C)C(=O)NCC2CCCO2)C(=O)[C@]31C (stereo not given in full) reads 11

Going on with the list:
Structure,ARFGAP1 inhibitor,TDP2 inh,ASAP1 GAP inh,PLCb3 inh,ADAM10 inh,DDE Tn6 FP inh,Tn7 DDE FP,SIAE inh,ADAM17 inh,PLC-gamma1 inh
CCOc1ccccc1NC(=O)CSc1nnnn1-c1ccccc1,0,4,8,-2,10,3,9,-1,0,4
COc1ccc(NCC(=O)N/N=C2\CCc3ccccc32)cc1,6,9,-3,-4,-2,0,-6,3,-2,1
O=C(CCC(=O)c1cccs1)Nc1ccccc1F,7,9,1,-2,1,2,10,0,-5,0
COc1ccc(OC)c(NC(=O)C2CCCNC2=O)c1 (stereo not given),2,1,4,3,5,4,-9,3,-2,2
COc1ccc(OCC(O)CNC(=O)c2ccc(Br)cc2)cc1 (stereo not given),0,6,-3,-2,-1,10,1,1,-3,-2
CC(=O)OCC[C@H](NS(=O)(=O)OCC(Cl)(Cl)Cl)c1ccccc1,-5,-5,1,5,6,-10,-3,1,-1,1
Fc1ccccc1N1CC(c2ccccc2)C(c2cccs2)=N1 (stereo not given),-8,4,1,i,i,-3,1,3,i,i
COC(=O)C1CN(Cc2ccc(OC)cc2)CCS(=O)(=O)N1Cc1ccc(C(F)(F)F)cc1 (stereo not given),.,-9,.,1,14,-2,-7,2,5,2
Cc1ccc(-c2cnc(C(O)c3cccc(C)c3C)[nH]2)cc1 (stereo not given),6,0,13,2,8,-15,-1,7,2,0
C/C=C(/C(=C/C)c1ccc(O)cc1)c1ccc(O)cc1,16,11,2,-7,13,-3,3,-3,0,-4
Cc1ccc(N(CC(O)CN2CCOCC2)S(=O)(=O)c2ccc3ccccc3c2)cc1 (stereo not given),-4,10,-5,-2,4,-10,-6,-3,-3,2
Cc1ccc(OCc2nnc(NC(=O)c3ccco3)s2)c(C)c1,-6,-5,10,-3,7,-8,-6,-16,7,0
CCOc1ccc(NC(=O)Nc2cccs2)cc1,14,-1,-6,-5,3,-3,1,7,-6,-3
O=C(NCc1ccccc1)c1ccc(CS(=O)Cc2cccc(Cl)c2)o1 (stereo not given),-10,5,-2,1,-2,2,7,0,-4,1
COc1ccc(-c2c(C#Cc3ccsc3)c3ccccc3n2C)cc1,0,-15,-3,-172,-46,-1,0,6,-15,-128
O=C(CC1Nc2c3ccccc3nc(=S)n2C1=O)NC1CCCCC1 (stereo not given),0,-13,-8,-2,-7,7,0,11,-3,2
CCOC(=O)[C@@H]1[C@H]2COc3ccc(Br)cc3[C@H]2N2C(=O)N(c3ccc(OC)cc3)C(=O)[C@]12C,12,0,-1,4,15,-2,-2,-1,8,1
COc1ccc(C(=O)Nc2cccc3nc(C)ccc23)c(OC)c1,8,16,8,-145,-7,3,4,-5,-4,-106
COc1ccccc1C(=O)NCC(=O)NCC1(N2CCCCC2)CCCCC1,-9,8,3,-1,-5,4,4,-6,-1,1

From PubChem
